# GLA spleen mod – inhibits or activates alpha-galactosidase in human spleen homogenate; P06280; Potency, µM (series often up to 80 µM), without a hit: at the highest dose activity change, negative = inhibition, most hits filed as inhibitors; actives 0.008% (n = 240,000); human spleen homogenate, 4MU-alpha-Gal fluorescence, 40 min;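 further: 0% = enzyme with vehicle and -100% = no enzyme basal signal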
#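 Spleen homogenate 1 ug + cpd (titration) + 4-MU-alpha-D-galactopyranoside 1 mM; 37C 40 min; 50 mM citrate/phosphate pH 5.0, 0.01% Tween-20; stop pH 10; fluorescence 365/440; AC50 via Hill.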
# GAA inh – blocks human lysosomal alpha-glucosidase. P10253. purified human GAA, 4-MU-alpha-glucoside fluorescence. Potency, µM (titrated, usually from 76.9 µM), for inactives: at the top dose activity change, negative = inhibition, hits mostly inhibitors. actives 0.005% (n = 200,000). AID 1466;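 further: plate controls were uninhibited enzyme wells for no effect and no-enzyme background for full effect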
#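 Fluorogenic assay: 4 nM human alpha-glucosidase with 400 uM 4-methylumbelliferyl-alpha-D-pyranoside in 50 mM citrate/phosphate, 0.005% Tween-20, pH 5.0, 20 min at room temperature. Compounds tested up to 77 uM; AC50 from Hill fits.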
# Tau fluor counter – counter-screen for tau fibril formation inhibitors | tau K18 P301L (four-repeat tau fragment) Alexa594 fluorescence, heparin fibrillization | actives 0.93% (n = 280,000) | Potency, µM (doses to about 57.7 µM), for the others: at the top dose activity change, negative = decrease; further: on the % scale 0 is the no-effect control and ±100 the full control effect; nearly all actives have a fitted effect of over 55% in size
#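 Human K18 P301L tau (15 uM unlabeled plus 0.24 uM Alexa 594-labeled, final) in 100 mM sodium acetate pH 7 was mixed with compound and 20 uM heparin and incubated 6 hr at 37 C.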
# NPSR antag – neuropeptide S receptor (human) antagonism, cAMP; Q6W5P4; CHO-NPSR cells, cAMP TR-FRET, antagonist mode; Potency, µM (titrated, usually from 38.3 µM), for inactives: top-dose activity change, negative = inhibition, usual class: inhibitors; actives 1% (n = 220,000); AID 1461; further: on the % scale 0 is the no-effect control and ±100 the full control effect; nearly all actives have a fitted effect of over 50% in size; many of its hits are not listed in these tables
# Target sequence (Q6W5P4 whole entry, looked up): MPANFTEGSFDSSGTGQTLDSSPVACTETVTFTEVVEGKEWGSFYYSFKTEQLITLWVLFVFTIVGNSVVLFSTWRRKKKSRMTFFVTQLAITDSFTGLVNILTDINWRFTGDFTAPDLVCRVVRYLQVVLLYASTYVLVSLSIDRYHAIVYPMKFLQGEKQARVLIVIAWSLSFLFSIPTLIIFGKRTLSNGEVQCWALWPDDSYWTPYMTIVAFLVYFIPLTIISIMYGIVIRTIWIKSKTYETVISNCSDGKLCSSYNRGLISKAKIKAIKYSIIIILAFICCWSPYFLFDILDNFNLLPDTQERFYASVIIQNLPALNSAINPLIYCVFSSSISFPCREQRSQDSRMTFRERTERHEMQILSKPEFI
# GAA spleen mod – lysosomal alpha-glucosidase (human) modulation; Potency, µM (titrated, usually from 79.9 µM), inactives show at the highest dose activity change, negative = inhibition, hits mostly inhibitors; AID 2112; actives 0.006% (n = 240,000); human spleen homogenate, 4-MU-alpha-glucoside fluorescence; P10253;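 further: 0% = enzyme with vehicle and -100% = no enzyme basal signal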
#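 Compounds were titrated against alpha-glucosidase in spleen homogenate at pH 5.0, with 1 mM 4-methylumbelliferyl substrate for 40 min at 37 C. Reactions were quenched with pH 10 NaOH/glycine and fluorescence measured.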
# GAA glycogen – inhibitors or activators of human alpha-glucosidase glycogen cleavage; actives 0.38% (n = 300,000); recombinant GAA, glycogen substrate, Amplex Red glucose oxidase fluorescence; AID 2100; P10253; Potency, µM (doses to about 76.4 µM), for the others: at the top dose activity change, negative = inhibition, usual class: inhibitors;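 further: 0% = full enzyme reaction and -100% = no-enzyme basal signal; the screen sought inhibitors and activators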
#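 Recombinant enzyme (4 nM final) with compounds titrated up to 77 uM and bovine liver glycogen (30 ug) in citrate pH 5.0, 0.01% Tween-20, 37 C 40 min. Released glucose detected by Amplex Red/glucose oxidase (Ex 573/Em 610); AC50 from Hill fits.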
# ALDH1A1 inh – inhibitors of human aldehyde dehydrogenase 1A1; AID 1030; actives 7.3% (n = 220,000); Purified ALDH1A1, NADH fluorescence, propionaldehyde substrate; Potency, µM (highest dose often 75.3 µM), for the others: top-dose activity, negative = inhibition, actives largely listed as inhibitors; active means well fitted inhibition curve with a large enough effect, not every such curve was filed as active; inconclusive means small, poorly fitted or top-dose-only effect, or another doubt; inactive means no such curve, though single readings can be large or run the other way;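 further: plate controls were no enzyme wells and a reference inhibitor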
# Target sequence (P00352 whole entry, looked up): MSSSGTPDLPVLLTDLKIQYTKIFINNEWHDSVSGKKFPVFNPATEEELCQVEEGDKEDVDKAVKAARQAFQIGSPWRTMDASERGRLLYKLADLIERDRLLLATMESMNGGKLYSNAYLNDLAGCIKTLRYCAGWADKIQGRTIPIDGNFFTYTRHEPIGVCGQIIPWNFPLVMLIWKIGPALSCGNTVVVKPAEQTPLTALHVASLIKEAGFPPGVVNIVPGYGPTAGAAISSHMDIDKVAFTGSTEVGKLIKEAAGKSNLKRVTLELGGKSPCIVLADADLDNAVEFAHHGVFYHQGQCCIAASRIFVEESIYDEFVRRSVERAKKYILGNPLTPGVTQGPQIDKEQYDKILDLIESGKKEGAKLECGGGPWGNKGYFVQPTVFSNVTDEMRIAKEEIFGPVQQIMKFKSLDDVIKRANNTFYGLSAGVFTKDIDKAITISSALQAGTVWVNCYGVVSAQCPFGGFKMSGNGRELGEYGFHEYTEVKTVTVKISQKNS
# Epigenetic derep – regulators of epigenetic silencing causing reporter derepression in mouse cells; murine LDR cells, GFP reporter derepression, 30 h; Potency, µM (top dose mostly 53.9 µM), without a hit: at the top dose GFP activation, usual class: activators; actives 0.2% (n = 280,000); further: % of control where 0% means no effect; nearly all actives have a fitted effect of over 60% in size
#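 Derepression of a silenced CMV-GFP reporter in murine LDR cells is scored by enumerating GFP-positive cells with a laser-scanning microplate cytometer after 30 hours of treatment at 37 C.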
# Active calls of the source: *; ? = inconclusive; · = not tested or not shown; & = joins results of further samples; [ ] = remark or other dose. Unless noted, the call rests on the fitted dose curve; in most records, active means well fitted curve in the direction sought with a large enough effect; inconclusive means small, poorly fitted or top-dose-only effect, or another doubt; inactive means no such curve, though single readings can be large; an effect the other way counts as inactive or inconclusive. Potency means the concentration at half of the fitted maximal effect. The list is partial. The share of hits here may be higher or lower than overall.
SMILES,GLA spleen mod,GAA inh,Tau fluor counter,NPSR antag,GAA spleen mod,GAA glycogen,ALDH1A1 inh,Epigenetic derep
O=C(C1=C[C@H](C2CCCCC2)C[C@H](OCCCCO)O1)N1CCOCC1,5%,·,0%,0%,3%,8%,?,-0.1%
COc1ccc(C(=O)N2CCCC2)cc1S(=O)(=O)N1CCOCC1,3%,-5%,2%,-3%[46.1 µM],-2%,1%,-8%,-1.0%
CCc1nnc(NC(=O)c2cccs2)s1,-7%,-3%,-16%,?,0%,13%,9%,-0.8%
COc1ccc2cc(-c3csc(-c4cccnc4)n3)ccc2c1,4%,0%,-8%,-4%[46.1 µM],0%,0%,-10%,6.4%
Cc1c(Cl)cnc(NC(=O)COC(=O)c2cccc(S(=O)(=O)N3c4ccccc4CC3C)c2)c1Cl (stereo unspecified),8%,5%,-6%,-10%,8%,1%,?,0.0%
Cc1cc(C)cc(N(CC(=O)NCc2ccco2)C(=O)c2snc(C(N)=O)c2N)c1,7%,1%,4%,-30%,-3%,-1%,7%,-1.0%
COc1ccc(Nc2nc(N3CCCC3)nc(N3CCCC3)n2)c(OC)c1,-1%,-2%,?,?,-1%,4%,-7%,2.4%
Cc1ccc(C)c(S(=O)(=O)N2C(=S)NC(=O)C2C(C)C)c1 (stereo unspecified),1%,?,-6%,-6%[46.1 µM],-5%,-8%,?,-2.0%
CC(=O)/C=C(/C)NC(Cc1c[nH]c2ccccc12)C(=O)O (stereo unspecified),6%&2%,-3%&-3%,0%&8%,14%&-5%[46.1 µM],3%&3%,9%&-5%,6%&-3%,0.0%&-3.0%
Cc1cc(C(=O)NCCC2=CCCCC2)c(C)o1,0%,-13%,-11%,6%[46.1 µM],7%,3%,11µM*,?
O=C(Nc1ccc(C(=O)O)cc1)/C(=C\C=C\c1ccccc1)NC(=O)c1cccc(Br)c1,-1%,-1%,7%,-22%,6%,8%,?,-4.7%
CNC(=O)c1cc(C)c(-c2ccccc2)s1,-1%,5%,-12%,10%[46.1 µM],4%,4%,-25%,-2.2%
CCOC(=O)C1(CC/C(C)=N\NC(N)=O)CC(C)(C)OC1=O (stereo unspecified),5%,-12%,4%,42%,4%,-8%,8%,-2.2%
Cc1cccc(Nc2nnc(SCC(=O)NCc3cccs3)s2)c1C,3%,5%,1%,0%,-1%,2%,7%,-1.3%
CCCOc1ccc(NC(=O)C2CC(=O)N3CCCN=C3S2)cc1 (stereo unspecified),1%,2%,-4%,-1%[46.1 µM],-2%,1%,2.8µM*,-1.1%
Cc1cccc2sc(N(CCCN(C)C)C(=O)COc3ccc(Cl)cc3)nc12,2%,-11%,?,-54%,1%,1%,-8%,0.1%
CCOC(=O)c1ccc(NC(=O)C2CCN(S(=O)(=O)CC)CC2)cc1,2%,?,-14%,-7%[46.1 µM],2%,2%,?,0.0%
Cc1cc(C)n(/N=C\c2c(O)ccc3ccccc23)c(=O)c1C(N)=O,-2%,2%,-11%,?,5%,-9%,-13%,-0.8%
CC(C)(C)C(=O)Nc1ccc(C(=O)NNC(=O)Cc2ccccc2)cc1,-10%,6%,-9%,-6%[46.1 µM],-6%,1%,12%,-5.7%
C=C(C)C1CC=C(C)/C(=N\NC(=O)CNc2cccc3ccccc23)C1 (stereo unspecified),-7%,?,-23%,-19%[46.1 µM],-2%,7%,?,1.7%
Cc1ccc(S(=O)(=O)NCCC(=O)NC2CCCC2)cc1,10%,-8%,-20%,-7%[46.1 µM],3%,7%,11%,0.0%
CCOC(=O)c1ccc(NS(=O)(=O)c2ccc3c(c2)CCCN3C(C)=O)cc1,3%,-12%,-6%,?,6%,-1%,?,0.0%
CNC(=O)C(=O)Nc1nc(C23CC4CC(CC(C4)C2)C3)cs1,4%,3%,-11%,-3%,3%,0%,7%,1.1%
COc1ccccc1-n1nnnc1SCc1cc2c(cc1Br)OCO2,0%,-4%,-28%,?,-10%,2%,4.5µM*,0.0%
CCCCn1c(=O)c(-[n+]2ccccc2)c([O-])c2ccccc21,4%,0%,-4%,-17%[46.1 µM],-3%,2%,14µM*,3.1%
CCCCc1cc(=O)oc2c(CN3CCCC3)c(O)c(Cl)cc12,?,?,2%,-4%[46.1 µM],?,-2%,?,1.2%
C/C(=N\NC(=O)c1ccccc1)c1cccc(Br)c1,3%,6%,0%,-7%,4%,5%,12%,-3.5%
COc1ccc(CCNS(=O)(=O)c2ccc(OC)cc2)cc1,4%,-2%,-10%,1%[46.1 µM],-3%,4%,?,-1.1%
O=c1[nH]c2ccccc2nc1CCc1ccccc1,3%,0%,2%,-17%,9%,5%,6%,-1.0%
CCN=C1S/C(=C\c2ccc(Sc3ccc(Cl)cc3)o2)C(=O)N1CC,5%,?,-15%,0%[46.1 µM],-9%,-3%,-11%,-1.1%

# 3 entries already listed, arranged by the number in NPSR antag, highest first.
SMILES | NPSR antag
CNC(=O)C(=O)Nc1nc(C23CC4CC(CC(C4)C2)C3)cs1 | -3%
C/C(=N\NC(=O)c1ccccc1)c1cccc(Br)c1 | -7%
Cc1cccc2sc(N(CCCN(C)C)C(=O)COc3ccc(Cl)cc3)nc12 | -54%

# (cont.)
SMILES,GLA spleen mod,GAA inh,Tau fluor counter,NPSR antag,GAA spleen mod,GAA glycogen,ALDH1A1 inh,Epigenetic derep
CCOc1ncccc1C(=O)N=C1SCCN1C(=O)c1cccnc1OCC,0%,5%,-7%,1%,·,5%,-12%,0.5%
O=C(CSc1nnnn1-c1cccnc1)NCc1cccs1,-6%,2%,-5%,3%[46.1 µM],2%,-11%,-7%,-0.7%
Cc1ccccc1OCCn1cc(/C=C(\C#N)C(=O)NCc2ccco2)c2ccccc21,4%,-4%,2%,-9%[46.1 µM],0%,3%,5%,0.0%
Cn1c(=O)c2c(ncn2CC(=O)N(Cc2ccccc2)c2ccccn2)n(C)c1=O,5%,-5%,-3%,-11%[46.1 µM],4%,0%,4%,0.0%
O=C1CCN(C(=O)CSc2ccc(Cl)cc2)N1,2%,4%,3%,5%,-3%,-1%,7%,0.2%
CC1CCCCN1S(=O)(=O)c1ccc(S(=O)(=O)NCCc2ccncc2)cc1 (stereo unspecified),1%,-11%,-10%,-11%[46.1 µM],-2%,2%,?,-0.8%
C=C(C)C1CC=C(C)/C(=N/NC(=O)COc2ccccc2Cl)C1 (stereo unspecified),0%,-5%,3%,-37%,2%,-5%,?,-1.8%
CCC(CC)C(=O)NCc1ccccc1Cl,2%,-4%,7%,10%[46.1 µM],2%,1%,20%,1.9%
COc1cccc(N2CCN(CC(=O)NC(=O)NCc3ccco3)CC2)c1,0%,-14%,-8%,24%,-7%,2%,-2%,4.8%
COCCNC(=O)c1cccc(NS(=O)(=O)c2cccc3cccnc23)c1,3%,-2%,-6%,8%,-8%,0%,?,-0.7%
Cc1nnc(-c2ccccc2)c(=O)n1/N=C/c1c(O)ccc2ccccc12,-2%,3%,-22%,-10%[46.1 µM],-13%,1%,4%,-1.4%
O=C(NCCN1CCN(C(=O)NC2CCCCC2)CC1)NC1CCCCC1,4%,3%,6%,14%[46.1 µM],3%,12%,-1%,0.0%
Cn1nc(C(=O)Nc2nc(-c3ccc(F)cc3)cs2)ccc1=O,4%,·,-7%,11%[7.67 µM],0%,8%,·,0.0%
CSC1=N/C(=C\c2ccc(F)cc2)C(=O)S1,1%,-2%,-19%,-6%[46.1 µM],5%,-5%,-10%,-1.0%
O=c1[nH]c(N/N=C/c2ccccc2)nc2ccccc12,?,?,-13%,-6%[46.1 µM],16%,-6%,?,0.0%
O=c1[nH]c2ccccc2n2cnnc12,0%,-10%,1%,20%,2%,4%,-2%,-4.0%
COc1ccccc1NC(CC(=O)c1ccccc1)C(=O)OCC(=O)c1ccc(C)cc1 (stereo unspecified),1%,-2%,-16%,7%,3%,-11%,10µM*,-1.0%
C=C1OC(CO)(n2cnc3c(N)ncnc32)C(O)C1O (stereo unspecified),-3%,·,-8%,·,5%,·,-2%,-1.0%
CC(=O)c1ccc(NS(=O)(=O)c2ccc3ccccc3c2)cc1,5%,?,-22%,-1%,4%,5%,?,-1.9%
CNCCCC1Sc2ccccc2Oc2ccccc21 (stereo unspecified),23%,2%,-6%,11%[46.1 µM],-11%,1%,2%,-1.2%
Cc1ccc(-c2cc(C(=O)NCc3ccccn3)c3ccccc3n2)cc1,2%,4%,-22%,-8%[46.1 µM],-16%,-8%,?,11%
N#Cc1ccccc1Cn1cc(/C=C/[N+](=O)[O-])c2ccccc21,5%,-4%,-22%,?,5%,0%,3.5µM*,4.9%
CCOc1ccc(Cc2n[nH]c(=S)n2N)cc1,-1%,4%,4%,7%,-4%,4%,?,0.0%
Fc1ccc(CO/N=C/C2=C(Cl)c3ccccc3CC2)cc1,9%,-4%,-6%,-1%[46.1 µM],2%,1%,10%,-5.9%
O=C(CN1C(=O)CCC1=O)Nc1nc(-c2cccs2)cs1,-4%,?,3%,-12%[46.1 µM],-2%,6%,14%,-0.9%
Cc1cc(=O)oc2cc(OCC(=O)OCC(=O)NC3CC3)ccc12,-8%,8%,-2%,10%,7%,-23%,?,2.4%
CC(/C=C1\SC(=S)N(NC(=O)c2cccc(O)c2)C1=O)=C\c1ccccc1,-12%,-4%,14µM*[quencher],-32%,-14%,10%,?,-1.6%
NS(=O)(=O)c1ccc(NC(=O)COC(=O)C2(c3ccc(F)cc3)CCCC2)cc1,12%,6%,0%,-19%,-4%,-5%,-3%,0.0%
Cc1ccc(/C=C/C(=O)Nc2ccccc2C(N)=O)cc1,2%,-2%,1%,-10%,-9%,-5%,-1%,0.9%

# Complete entries, quoted from the list. Values in the order: GLA spleen mod	GAA inh	Tau fluor counter	NPSR antag	GAA spleen mod	GAA glycogen	ALDH1A1 inh	Epigenetic derep
# Profile of `COc1ccc2cc(-c3csc(-c4cccnc4)n3)ccc2c1` = 4%	0%	-8%	-4%[46.1 µM]	0%	0%	-10%	6.4%
# Profile of `CC(C)(C)C(=O)Nc1ccc(C(=O)NNC(=O)Cc2ccccc2)cc1` = -10%	6%	-9%	-6%[46.1 µM]	-6%	1%	12%	-5.7%
# Profile of `COc1ccc(C(=O)N2CCCC2)cc1S(=O)(=O)N1CCOCC1` = 3%	-5%	2%	-3%[46.1 µM]	-2%	1%	-8%	-1.0%
# Profile of `CCOC(=O)c1ccc(NS(=O)(=O)c2ccc3c(c2)CCCN3C(C)=O)cc1` = 3%	-12%	-6%	?	6%	-1%	?	0.0%
